M5 ag: human M5 muscarinic receptor agonists, primary screen, CHO-K1 cells, Fluo-8 calcium fluorescence | activation, % at 3 µM | AID 624037, 2012 | Muscarinic acetylcholine receptor M5 (Homo sapiens), P08912 | CHO-K1 hM5 cells; 0% DMSO wells, 100% maximal acetylcholine response | actives 0.19% (n = 360,000);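 active = activation above the run's mean over test compounds plus 3 SD, cut at about 23% in these data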;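 also: signal is peak over basal fluorescence ratio across the kinetic read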
Target sequence (P08912 whole entry, looked up): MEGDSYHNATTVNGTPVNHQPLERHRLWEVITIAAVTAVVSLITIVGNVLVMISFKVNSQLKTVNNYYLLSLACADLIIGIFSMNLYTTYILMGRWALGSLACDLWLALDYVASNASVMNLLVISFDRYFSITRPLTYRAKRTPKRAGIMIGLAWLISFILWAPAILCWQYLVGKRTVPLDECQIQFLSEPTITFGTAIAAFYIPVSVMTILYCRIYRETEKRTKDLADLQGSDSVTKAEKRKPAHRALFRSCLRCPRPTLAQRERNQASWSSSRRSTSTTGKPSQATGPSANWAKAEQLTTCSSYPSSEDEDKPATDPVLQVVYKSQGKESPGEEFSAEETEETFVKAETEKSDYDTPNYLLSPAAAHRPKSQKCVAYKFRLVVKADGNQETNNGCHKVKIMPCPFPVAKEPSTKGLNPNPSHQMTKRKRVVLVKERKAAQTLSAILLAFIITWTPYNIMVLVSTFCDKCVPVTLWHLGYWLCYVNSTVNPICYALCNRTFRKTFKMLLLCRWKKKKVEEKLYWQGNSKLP
CHRM4 antagonist: human M4 muscarinic receptor antagonists, primary screen, CHO cells, Fluo-8 calcium fluorescence; actives 0.73% (n = 360,000); CHO-hM4 cells, ACh EC80; inhibition, % at 3 µM; Muscarinic acetylcholine receptor M4 (Homo sapiens), P08173;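 active = inhibition above its plate's cutoff, the mean inhibition of sample wells plus 3 SD, cut at about 27% in these data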;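 also: 0% = acetylcholine EC80 with DMSO and 100% = DMSO without agonist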
CRFBP-R2 agonist: agonists of CRF-BP/CRF-R2 complex, primary screen, cell-based, HEK293, calcium dye fluorescence, uHTS; CRF-binding protein / CRF receptor 2 complex (human); calcium dye fluorescence (FLIPR); percent of saturating CRF peptide response; activation, % at 13.2 µM; actives 0.46% (n = 350,000); AID 588473, 2011;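 active = activation of at least 50%, plus an integration ratio under a set limit after plate pattern correction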;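 also: plate controls were neutral control wells without compound for no effect and CRF at EC100 for full effect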
CHRM1 PAM: human M1 muscarinic receptor positive allosteric modulators, primary screen, CHO-K1 cells, Fluo-8 calcium fluorescence, 1536-well | AID 588819, 2011 | CHO-K1 hM1, ACh EC20; 0% = ACh EC20, 100% = maximal ACh | actives 0.088% (n = 360,000) | Muscarinic acetylcholine receptor M1 (Homo sapiens), P11229 | activation, % at 3 µM; in the data active = activation above about 19%, passing the limit was not always enough
Target sequence (P11229 whole entry, looked up): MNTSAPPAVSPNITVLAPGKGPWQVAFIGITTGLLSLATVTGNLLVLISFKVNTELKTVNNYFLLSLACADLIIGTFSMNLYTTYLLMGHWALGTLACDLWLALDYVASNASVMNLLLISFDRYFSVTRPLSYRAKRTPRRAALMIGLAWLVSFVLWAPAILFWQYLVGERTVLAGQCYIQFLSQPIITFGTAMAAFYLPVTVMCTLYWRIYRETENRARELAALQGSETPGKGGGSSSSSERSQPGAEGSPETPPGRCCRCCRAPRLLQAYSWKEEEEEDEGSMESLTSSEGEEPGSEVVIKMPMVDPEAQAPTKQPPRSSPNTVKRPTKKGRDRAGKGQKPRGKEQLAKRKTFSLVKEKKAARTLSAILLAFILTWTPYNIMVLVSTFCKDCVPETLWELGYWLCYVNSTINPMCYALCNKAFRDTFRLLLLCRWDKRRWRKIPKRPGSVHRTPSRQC
M5 antag: human M5 muscarinic receptor antagonists, primary screen, CHO cells, Fluo-8 calcium fluorescence. Muscarinic acetylcholine receptor M5 (Homo sapiens), P08912. CHO-hM5 cells, ACh EC80. inhibition, % at 3 µM. actives 0.59% (n = 360,000);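 active = inhibition above a per-plate cutoff, the mean of that plate's test compounds plus 3 SD, cut at about 27% in these data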;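 also: 0% = acetylcholine EC80 with DMSO and 100% = DMSO without agonist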
CHRM1 antagonist: human M1 muscarinic receptor antagonists, primary screen, CHO-K1 cells, Fluo-8 calcium fluorescence, 1536-well. Muscarinic acetylcholine receptor M1 (Homo sapiens), P11229. CHO-K1 hM1, ACh EC80 antagonist. inhibition, % at 3 µM. actives 1.3% (n = 360,000). AID 588852, 2011;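 active = percent inhibition above its own plate's cutoff, namely the mean of that plate's compound wells plus 3 SD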;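 also: peak over basal fluorescence ratio during 140 s after agonist addition; 0% = ACh EC80 plus DMSO and 100% = DMSO alone without agonist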
CHRM4 agonist: human M4 muscarinic receptor agonists, primary screen, CHO-K1 cells, Fluo-8 calcium fluorescence; activation, % at 3 µM; AID 624127, 2012; Muscarinic acetylcholine receptor M4 (Homo sapiens), P08173; CHO-K1 hM4/Gqi5; vehicle 0%, full acetylcholine response 100%; actives 0.14% (n = 360,000);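 active = activation above the run mean over all test wells plus 3 SD, cut at about 32% in these data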;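 also: peak over basal fluorescence ratio per well then scaled between controls; 0% = DMSO wells and 100% = acetylcholine at EC100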
CHRM5 PAM: human M5 muscarinic receptor positive allosteric modulators, primary screen, CHO-K1 cells, Fluo-8 calcium fluorescence | Muscarinic acetylcholine receptor M5 (Homo sapiens), P08912 | CHO-K1 hM5, ACh EC20 PAM; 0% = ACh EC20, 100% = ACh EC100 | activation, % at 3 µM | actives 0.3% (n = 360,000) | AID 624038, 2012;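 active = activation above the run cutoff, the mean activation of all test compounds plus 3 SD, cut at about 18% in these data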
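Replicates: One well per compound, no replicates | System: Human M5 receptor in CHO-K1 cells | Benchmarks: Low control EC20 acetylcholine (0%), high control EC100 acetylcholine (100%) | Probe or stimulus: Acetylcholine, EC20 level | Times: Fluo-8 loading 80 min at 37 °C plus 30 min room temperature | Signal: Intracellular calcium via Fluo-8 fluorescence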
CHRM4 PAM: human M4 muscarinic receptor positive allosteric modulators, primary screen, CHO-K1 cells, Fluo-8 calcium fluorescence; CHO-K1 hM4/Gqi5, ACh EC20; 0% = ACh EC20, 100% = maximal ACh; actives 0.4% (n = 360,000); activation, % at 3 µM;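 active = activation above its plate's cutoff, the mean activation of sample wells plus 3 SD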; also: some results filed as inactive read as strong as hits
The depositor's hits bear a star; . = no result given.

A first look (4 entries):
SMILES	M5 ag	CHRM4 antagonist	CRFBP-R2 agonist	CHRM1 PAM	M5 antag	CHRM1 antagonist	CHRM4 agonist	CHRM5 PAM	CHRM4 PAM
O=C(/C=C\Nc1ccc(S(=O)(=O)Nc2ncccn2)cc1)c1ccccc1	1	6	0.8	11	11	-13	3	4	3
O=C(Cn1cnc(S(=O)(=O)N2CCCC2)c1)Nc1ccccc1	-1	-5	-0.3	6	-12	-3	2	5	5
O=[N+]([O-])c1ccc(Cl)c(S(=O)(=O)Nc2cccc(S(=O)(=O)NC3=NCCC3)c2)c1	-1	-5	-0.6	6	14	-7	1	-2	-1
Cc1nn(-c2ccccc2)c(Cl)c1/C=N/NS(=O)(=O)c1ccc(Br)cc1	-1	5	3.9	-3	5	-5	-2	-6	0

All compounds of this part, from the start:
SMILES	M5 ag	CHRM4 antagonist	CRFBP-R2 agonist	CHRM1 PAM	M5 antag	CHRM1 antagonist	CHRM4 agonist	CHRM5 PAM	CHRM4 PAM
O=C(/C=C\Nc1ccc(S(=O)(=O)Nc2ncccn2)cc1)c1ccccc1	1	6	0.8	11	11	-13	3	4	3
O=C(Cn1cnc(S(=O)(=O)N2CCCC2)c1)Nc1ccccc1	-1	-5	-0.3	6	-12	-3	2	5	5
O=[N+]([O-])c1ccc(Cl)c(S(=O)(=O)Nc2cccc(S(=O)(=O)NC3=NCCC3)c2)c1	-1	-5	-0.6	6	14	-7	1	-2	-1
Cc1nn(-c2ccccc2)c(Cl)c1/C=N/NS(=O)(=O)c1ccc(Br)cc1	-1	5	3.9	-3	5	-5	-2	-6	0
COc1cc(/C=C/CN2CCC(CO)(CC3CCCCO3)CC2)ccc1O (stereo unspecified)	-3	-6	1.6	7	4	-10	2	-2	-8
CC(NC(=O)C(C)N1C(=O)c2cccc([N+](=O)[O-])c2C1=O)c1ccccc1 (stereo unspecified)	1	-8	-0.6	12	-5	-17	1	10	7
Cc1cccc2c(SCC(=O)NCC3CCCO3)nc(-c3ccc(F)cc3)nc12 (stereo unspecified)	3	-6	0.5	13	-8	-18	2	5	9
O=C(c1ccccc1Cl)N1CCNCC1	-4	3	5.0	-8	-1	20	0	-3	2
CCN(CC)CCN(C(=O)c1ccc2c(c1)CCCC2)c1nc2c(C)cccc2s1	-5	-4	2.1	1	-9	-5	0	-1	1
CCc1ccc(/C=N/NC(=O)Cc2ccc(OC)c(OC)c2)s1	-4	1	1.3	9	3	-15	2	-6	3
CCC1CCCCN1CCCNC(=O)Cn1cnc2sc(C)c(S(=O)(=O)N3CC(C)CC(C)C3)c2c1=O (stereo unspecified)	-5	16	0.2	-13	-2	11	0	6	-13
CCN(Cc1cc(OC)c(OC)c(OC)c1)C(=S)Nc1cccc(SC)c1	3	-7	0.0	-1	-1	-2	7	-5	-22
NC(=O)c1nn(-c2cccc(Cl)c2)c(=O)cc1O	1	-2	-0.6	4	-2	-4	0	4	27
CCc1ccccc1NC(=O)C1CCCC1	-4	1	-4.5	-3	3	15	1	1	-4
N/C(=N\N=C\c1cccs1)SC1CC(=O)N(c2ccc(Br)cc2)C1=O (stereo unspecified)	-1	0	-2.7	9	-13	5	2	2	-4
CC(=O)CC(c1ccccc1)S(=O)(=O)c1ccc([N+](=O)[O-])cc1 (stereo unspecified)	0	-12	0.2	2	-1	-3	0	2	4
O=C(NCC1COCCO1)c1cc(COc2c(F)cccc2F)on1 (stereo unspecified)	-4	4	-2.1	7	-2	-10	1	2	4
Cc1ccc(C(=O)N=c2sccn2C)o1	-5	1	-0.6	5	8	-10	0	2	0
O=C1/C(=C/c2ccc(O)cc2)COc2ccccc21	1	4	1.3	4	8	-5	3	-2	2
CCCNC(=O)C1(C)CCCN(Cc2cc3ccccc3o2)C1 (stereo unspecified)	-3	-9	.	4	-7	-15	1	1	4
O=C(NCCS(=O)(=O)N1CCN(c2ccccc2F)CC1)c1ccc(Cl)cc1	4	5	-1.4	6	0	-7	-1	6	3
Cc1ccc(/C=N/NC(=O)CCSc2ccccc2)cc1	-5	-4	0.0	9	-11	-8	0	10	1
NC(=O)C1CCN(C(=O)COc2cccc3ccccc23)CC1	-1	8	6.5	3	-1	-6	1	-2	-1
Cc1cccc(NC(=O)NC2CC(=O)N(c3ccc4c(c3)OCCO4)C2)n1 (stereo unspecified)	6	2	-3.0	-4	0	-9	2	-1	-5
CCn1c(O)c(/C=N/NC(=O)c2ccncc2)c(=O)n(CC)c1=S	-4	-7	11	7	0	-10	0	2	2

(continued)
SMILES	M5 ag	CHRM4 antagonist	CRFBP-R2 agonist	CHRM1 PAM	M5 antag	CHRM1 antagonist	CHRM4 agonist	CHRM5 PAM	CHRM4 PAM
COc1cccc(NC(=O)COC(=O)CC(NC(N)=O)c2ccc(Cl)cc2)c1 (stereo unspecified)	-1	2	0.0	4	-4	-6	1	2	-2
CS(=O)(=O)c1ccc(C(=O)Nc2ccc(N3CCCCC3)cc2)c(Cl)c1	0	-1	1.6	6	-3	-5	1	4	11
Cc1cccc(C)c1-n1nnnc1C1(C)CCC(=O)N1CCOc1ccccc1 (stereo unspecified)	4	2	.	.	-4	.	5	-1	6
Cc1cc(N)n2nc(C)c(-c3ccc(Cl)cc3)c2n1	-5	6	-0.5	4	3	-2	-1	3	3
COc1cc(OC)c2ccc(=O)oc2c1C(CCN1CCOCC1)c1ccc2c(c1)OCO2 (stereo unspecified)	-2	-13	-2.6	8	-4	-7	1	3	5
COc1cc(C2=NC(CO)(CO)CO2)cc(OC)c1OC	0	-17	3.0	1	6	-1	4	-6	0
COc1ccc([N+](=O)[O-])cc1NC(=O)C(C)Sc1nc(C)c(C)c(C)n1 (stereo unspecified)	-2	-2	-6.6	-5	12	12	-1	-6	0
CCOC(=O)CSc1nc2sc3c(c2c(=O)n1C1CCCCC1)CCN(C)C3	-11	-2	4.1	-25	9	24*	1	-23	-11
CCOc1cc2c3c(c1)C1(OCCO1)C(=O)N3C(C)(C)CC2C (stereo unspecified)	-7	0	-3.5	7	-4	-8	-2	0	2
Cc1cc(C)cc(C(=O)O/N=C(\N)c2ccc(Br)cc2)c1	-4	15	-0.2	11	8	-4	-2	1	-6
O=C1OC(Cc2ccccn2)C(=O)C1=C1SCCS1 (stereo unspecified)	-2	0	-1.1	12	0	-6	1	5	-1
Cc1ccc(C(=O)COC(=O)C(C)N2C(=O)C3C4C=CC(C4)C3C2=O)cc1C (stereo unspecified)	3	-13	-1.8	1	4	0	11	-5	-4
COc1ccccc1N1CCN(Cc2ccc(Br)o2)CC1	-2	-5	0.6	2	-3	-3	0	-1	5
O=C(Nc1cnn(Cc2ccccc2)c1)c1cc2nc(-c3ccco3)cc(C(F)(F)F)n2n1	-1	3	8.5	0	3	4	1	-3	-2
COCCN1CN=C(Nc2nc3ccccc3o2)NC1	0	-1	-0.5	4	0	-11	1	1	-1
CN1CCN(C2CN(C3CCCC3)S(=O)(=O)C2)CC1 (stereo unspecified)	-2	-6	.	11	15	-3	0	-4	4
COc1ccccc1P(=O)(c1ccccc1)c1ccccc1NC(C)=O (stereo unspecified)	1	1	-0.4	18	-1	-12	1	9	17
O=C(CCN1C(=O)C2CC=CCC2C1=O)Nc1nc(-c2ccc(F)c(F)c2)cs1 (stereo unspecified)	8	1	1.4	-13	12	24	24	-15	-3
CN(C)c1ccc(NC(=O)C2C3C=CC(C3)C2C(=O)O)cc1 (stereo unspecified)	-1	-14	1.7	7	3	-16	-1	8	-4
COC(=O)[C@@H]1C[C@@]2(O)[C@H](O)[C@H](O)[C@H](O)C[C@H]2N1Cc1ccccc1OS(=O)(=O)c1ccc(C)cc1	1	-16	-4.3	11	5	-9	3	1	19
CC1=C(C(=O)N(C(C)C)C(C)C)CC(CC(=O)NCCN2CCOCC2)C(=O)N1CCCN1CCCC1=O (stereo unspecified)	1	-8	.	0	-10	13	-1	7	6
Cc1ccccc1N(CC(=O)NC1CCCC1)C(=O)C1(C)CC(=O)N=C2C=CC(Cl)=CN21 (stereo unspecified)	-2	3	-0.5	-1	8	-1	-1	-4	-9
CCOc1ccccc1N1CCN(C(=O)c2ccc3nc(N)sc3c2)CC1	4	-8	-0.2	9	0	21	1	9	14
O=C(Nc1ccc(S(=O)(=O)N2CCCCC2)cc1)C1CCN(C(=O)c2ccc(F)cc2)CC1	0	-3	0.5	1	0	9	4	0	-1
Cc1cc(C)cc(N2C(=O)N(c3ccccc3C)C3CS(=O)(=O)CC32)c1 (stereo unspecified)	3	1	-1.4	1	-2	5	2	6	0

The results go on.
SMILES	M5 ag	CHRM4 antagonist	CRFBP-R2 agonist	CHRM1 PAM	M5 antag	CHRM1 antagonist	CHRM4 agonist	CHRM5 PAM	CHRM4 PAM
O=C(NCCCN1CCOCC1)c1ccccc1N1C(=O)[C@@H]2Cc3c([nH]c4ccccc34)C(c3ccc(F)cc3)N2C1=O (stereo partly specified)	1	12	2.4	-12	9	8	12	-11	-10
CC(=O)c1c(O)cc2n(c1=O)-c1ccc(Cl)cc1C2(C)C	0	6	1.0	7	-1	-13	0	1	5
Cc1ccc(NC(=O)COC(=O)Cc2cccs2)cc1S(=O)(=O)N1CCOCC1	0	-2	1.0	1	-7	0	4	-6	-7
CCn1cc(C(=O)O)c(=O)c2cc(F)c(N3CCN(C(=S)NC(=O)c4ccc(F)c(F)c4)CC3)cc21	1	-6	-1.2	12	-1	-12	3	6	10
COc1ccc(C(=O)N[C@H](C(=O)NCc2ccco2)C(C)C)cc1	0	6	1.5	5	9	9	0	3	-3
CCOc1ccc(NC(=O)C2CC(=O)N(Cc3ccco3)C2)cc1 (stereo unspecified)	-3	-6	0.1	6	0	-4	0	5	6
Cc1ccc(S(=O)(=O)NCc2ccc(C(=O)NCCN(Cc3ccccc3)C(C)C)cc2)cc1	-13	23	1.0	-23	11	68*	8	-25	-27
Cc1cc(C(=O)NCCc2ccccc2)ccc1[N+](=O)[O-]	0	2	1.5	-4	-2	8	1	0	2
O=C1Cc2ccccc2C(c2ccc(Cl)cc2Cl)N1 (stereo unspecified)	-3	-9	0.6	7	12	-7	2	-5	-6
Fc1ccc(C2=CC(c3ccco3)n3ncnc3N2)cc1 (stereo unspecified)	2	2	65*	4	7	-4	2	-8	-1
CCN(CC)S(=O)(=O)c1ccc(-c2nnco2)cc1	-7	0	0.4	0	-7	8	1	5	-1
O=C(COC(=O)c1cc(S(=O)(=O)Nc2ccccc2Cl)ccc1O)Nc1nc2ccccc2s1	4	-1	-2.0	-6	15	17	10	-15	-6
CCn1nnc2cc(C(=O)Nc3cc(OC)cc(OC)c3)ccc21	0	6	-1.7	8	8	-10	1	1	-3
Cc1ccc(OCC(=O)OCC(=O)NC2CCS(=O)(=O)C2)cc1C (stereo unspecified)	1	3	-1.0	10	2	-7	0	1	2

An unsorted share of the library (roughly 2.8% active in at least one column).
